Source: PubChem (National Center for Advancing Translational Sciences (NCATS))
L3MBTL1 block: qHTS Assay for the Inhibitors of L3MBTL1 | AlphaScreen L3MBTL1–H3K9me1 peptide binding | Potency, µM (top dose mostly 57.1 µM), for the others: top-dose activity, negative = inhibition, usual class: inhibitors | Lethal(3)malignant brain tumor-like protein 1 (Homo sapiens), Q9Y468 | 230,000 compounds, 0.66% hits; note: nearly all actives have a fitted effect of over 60% in size
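AlphaScreen proximity signal between nickel-chelate acceptor and streptavidin donor beads (final 10 ug/mL) reports binding of 50 nM L3MBTL1 to 75 nM biotin-H3 K9me1 peptide; complex incubated with compounds 30 min at room temperature; cefsulodin titration as control.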
GoLoco inh red: qHTS Assay for Inhibitors of RGS12 GoLoco Motif Activity (Red Fluorophore) | 230,000 compounds, 0.44% hits | Gai1:RGS12 GoLoco peptide FP, rhodamine, 10 min | Potency, µM (top dose mostly 61.6 µM), without a hit: top-dose activity, negative = inhibition, usual class: inhibitors | Guanine nucleotide-binding protein G(i) subunit alpha-1 (Homo sapiens), P63096; active = well fitted inhibition curve with a large enough effect, not every such curve was filed as active; inactive = no such curve, though single readings can be large or run the other way; note: nearly all actives have a fitted effect of over 30% in size; many of its hits are not listed in these tables
RECQ1 inh: qHTS Assay for Inhibitors of RecQ-Like Dna Helicase 1 (RECQ1); 240,000 compounds, 0.54% hits; Potency, µM (series often up to 57.3 µM), for inactives: top-dose activity, negative = inhibition, usual class: inhibitors; ATP-dependent DNA helicase Q1 (Homo sapiens), P46063; RECQ1 DNA unwinding, red fluorescence kinetic read; AID 2549, 2010;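 note: plate controls were vehicle for no effect and no enzyme for full effect; nearly all actives have a fitted effect of over 30% in size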
Target sequence (P46063 whole entry, looked up): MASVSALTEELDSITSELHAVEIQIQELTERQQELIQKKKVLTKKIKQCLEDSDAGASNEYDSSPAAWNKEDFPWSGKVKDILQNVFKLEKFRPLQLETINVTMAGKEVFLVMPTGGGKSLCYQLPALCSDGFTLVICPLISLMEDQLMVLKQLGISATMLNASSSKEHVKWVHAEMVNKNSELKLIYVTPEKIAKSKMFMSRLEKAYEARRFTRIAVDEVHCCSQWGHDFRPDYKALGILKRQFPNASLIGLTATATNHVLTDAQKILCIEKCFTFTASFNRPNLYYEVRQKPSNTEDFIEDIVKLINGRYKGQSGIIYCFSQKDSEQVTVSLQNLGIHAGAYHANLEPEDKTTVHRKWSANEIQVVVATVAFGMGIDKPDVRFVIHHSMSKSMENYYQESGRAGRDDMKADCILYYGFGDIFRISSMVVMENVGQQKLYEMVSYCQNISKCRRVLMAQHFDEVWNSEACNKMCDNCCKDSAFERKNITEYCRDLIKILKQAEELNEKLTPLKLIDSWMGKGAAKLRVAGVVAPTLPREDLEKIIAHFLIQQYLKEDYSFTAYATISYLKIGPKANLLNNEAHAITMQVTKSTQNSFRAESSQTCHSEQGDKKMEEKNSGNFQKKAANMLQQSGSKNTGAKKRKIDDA
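RECQ1T1 50 nM; forked duplex (20 bp + 30-nt ss tails) 200 nM, ATP 2 mM final; pH 8.0, 2 mM MgCl2, 2.5 ug/ml poly(dI-dC); 15 min compound preincubation; discontinuous kinetic read over 2 h at RT.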
TRb-SRC2 inh: qHTS for Inhibitors of the Interaction of Thyroid Hormone Receptor and Steroid Receptor Coregulator 2; 280,000 compounds, 0.065% hits; AID 1469, 2008; Potency, µM (titrated, usually from 106 µM), inactives show at the top dose activity change, negative = inhibition, actives largely listed as inhibitors; TRbeta-SRC2 peptide binding, fluorescence polarization; receptor liganded with 1 µM T3;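 note: plate controls were bound peptide for no effect and peptide without receptor for full effect; nearly all actives have a fitted effect of over 50% in size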
Target sequence (P10828 whole entry, looked up): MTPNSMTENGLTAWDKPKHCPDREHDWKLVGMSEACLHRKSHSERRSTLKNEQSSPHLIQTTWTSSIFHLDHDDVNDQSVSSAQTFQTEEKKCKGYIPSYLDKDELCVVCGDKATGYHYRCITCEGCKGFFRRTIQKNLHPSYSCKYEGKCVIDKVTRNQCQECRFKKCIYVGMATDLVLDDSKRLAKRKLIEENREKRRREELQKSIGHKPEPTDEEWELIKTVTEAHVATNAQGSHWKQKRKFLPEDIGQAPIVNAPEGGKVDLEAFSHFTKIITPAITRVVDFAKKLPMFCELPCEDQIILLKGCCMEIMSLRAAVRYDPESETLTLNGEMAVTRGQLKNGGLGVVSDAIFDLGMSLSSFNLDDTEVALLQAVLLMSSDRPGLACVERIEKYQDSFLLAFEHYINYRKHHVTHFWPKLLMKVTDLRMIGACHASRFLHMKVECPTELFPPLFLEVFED
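Decrease in fluorescence polarization of 20 nM Texas Red SRC2 coactivator peptide flagged inhibition of its binding to 0.6 uM TRb LBD; 1 uM T3 included, incubation 5 hr, ex 555/em 632 nm.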
GAA inhib: qHTS Assay for Inhibitors of Human alpha-Glucosidase as a Potential Chaperone Treatment of Pompe Disease; Lysosomal alpha-glucosidase (Homo sapiens), P10253; purified human GAA, 4-MU-alpha-glucoside fluorescence; Potency, µM (doses to about 76.9 µM), inactives show at the top dose activity change, negative = inhibition, most hits filed as inhibitors; 200,000 compounds, 0.005% hits; AID 1466, 2008;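 note: plate controls were uninhibited enzyme wells for no effect and no-enzyme background for full effect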
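Activity normalized between no-enzyme (basal) and enzyme-only wells. Conditions: 4 nM human enzyme, 400 uM fluorogenic substrate, citrate/phosphate pH 5.0 with Tween-20, 20 min room temperature, compounds up to 77 uM.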
GAA spleen mod: qHTS Assay for Inhibitors and Activators of Human alpha-Glucosidase From Spleen Homogenate; human spleen homogenate, 4-MU-alpha-glucoside fluorescence; 240,000 compounds, 0.006% hits; Potency, µM (doses to about 79.9 µM), inactives show at the top dose activity change, negative = inhibition, actives largely listed as inhibitors; Lysosomal alpha-glucosidase (Homo sapiens), P10253; AID 2112, 2009;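 note: 0% = enzyme with vehicle and -100% = no enzyme basal signal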
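Human spleen homogenate (1 ug) incubated with compounds and 1 mM 4-methylumbelliferyl-alpha-D-glucopyranoside in pH 5.0 citrate/phosphate buffer, 37 C, 40 min. Stopped at pH 10; 4-MU fluorescence (Ex 365/Em 440 nm); AC50 by Hill fit.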
TR SRC2 fluor cs: Total Fluorescence Counterscreen for Inhibitors of the Interaction of Thyroid Hormone Receptor and Steroid Receptor Coregulator 2; 280,000 compounds, 0.29% hits; TRb/SRC2 Texas Red total fluorescence interference; AID 1479, 2009; Potency, µM (doses to about 106 µM), for the others: top-dose fluorescence change, negative = quenching; active = well fitted curve in either direction with a large enough effect; inconclusive = small, poorly fitted or top-dose-only effect
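Human TRβ ligand-binding domain (0.6 uM) and Texas Red SRC2 peptide (20 nM) in Tris buffer with 1 uM T3 and 5% DMSO were incubated with pinned compound for 5 hr at ambient temperature. Total fluorescence was computed as S + 2P (555/632 nm).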
GAA glycogen: qHTS Assay for Inhibitors and Activators of Human alpha-Glucosidase Cleavage of Glycogen | Lysosomal alpha-glucosidase (Homo sapiens), P10253 | recombinant GAA, glycogen substrate, Amplex Red glucose oxidase fluorescence | Potency, µM (highest dose often 76.4 µM), for the others: at the top dose activity change, negative = inhibition, most hits filed as inhibitors | 300,000 compounds, 0.38% hits;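 note: 0% = full enzyme reaction and -100% = no-enzyme basal signal; the screen sought inhibitors and activators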
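qHTS, 1536-well; enzyme 4 nM final; cpd up to 77 uM; substrate bovine liver glycogen 30 ug; 50 mM citrate/phosphate pH 5.0, 0.01% Tween-20; 37 C, 40 min; Amplex Red detection 45 min RT; Hill fit → AC50.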
* hit, by the source's call; i = inactive; u = inconclusive; x = not tested or not shown; [ ] = dose if it differs, or a comment. Unless noted, calls come from the whole dose curve; as a rule, active = well fitted curve in the direction sought with a large enough effect; inconclusive = small, poorly fitted or top-dose-only effect, or another doubt; inactive = no such curve, though single readings can be large; an effect the other way counts as inactive or inconclusive. Unless noted, % is set by controls: 0 for no effect and ±100 for the full control effect; potency is the fitted concentration of half-maximal effect. This is a subset; count on the stated rates, not on these rows.

entry	smiles	L3MBTL1 block	GoLoco inh red	RECQ1 inh	TRb-SRC2 inh	GAA inhib	GAA spleen mod	TR SRC2 fluor cs	GAA glycogen
1	COc1cc2c(cc1NC(=O)CN1C(=O)NC3(CCc4ccccc43)C1=O)oc1ccccc12 (centres undefined)	-7%	3%	-23%	-11%	-12%	-10%	-3%	-3%
2	CCn1cc(/C=N/NC(=O)c2ccc(C#N)cc2F)c2ccccc21	x	11%	i	-3%	-3%	0%	0%	-3%
3	CCOC(=O)c1cc2sccc2n1CC(=O)C(C)(C)C	-11%	8%	10%	-9%	8%	6%	-3%	-9%
4	C/C=C/C(=O)OCC(=O)Nc1cccc(Br)c1	8%	-3%	-5%	-9%	-7%	3%	0%	-10%
5	COc1ccc(-c2nc3ncnn3cc2C)cc1F	-11%	-17%	6%	-11%	2%	-4%	-3%	8%
6	Cc1cc(/C=C2/SC(=O)N(CC(=O)N3CCOCC3)C2=O)c(C)n1-c1ccccc1F	-5%	6%	-13%	-15%	-6%	-1%	1%	-1%
7	CCc1ccc(OCC2c3cc(OC)c(OC)cc3CCN2C(=S)NC)cc1 (centres undefined)	-19%	2%	0%	10%	-1%	-11%	-1%	7%
8	CCOc1ccc(CC(=O)N2CCN(c3ccc(N4CCOCC4)nn3)CC2)cc1OCC	u	-7%	i	-12%	u	1%	-1%	8%
9	COc1cccc(N2CCN(Cc3nc(N)nc(Nc4ccccc4OC)n3)CC2)c1	-13%	5%	-14%	-21%	-2%	-18%	2%	0%
10	O=C(/C=C/c1ccccc1)NC(NC(=S)Nc1ccc(Cl)cc1Cl)C(Cl)(Cl)Cl (centres undefined)	1%	6%	-7%	9%	-5%	1%	7%	-1%
11	O=C(Nc1ccc(C(=O)O)cc1)/C(=C/c1ccc([N+](=O)[O-])cc1)NC(=O)c1ccccc1	4%	-4%	13%	-1%	-1%	-2%	-1%	23%
12	c1ccc(-c2noc(CSc3nnnn3-c3ccccc3)n2)cc1	25%	56%[activator]	-11%	-3%	-11%[15.4 µM]	-11%	-2%	-3%

The last two records of the part above open the next one:
entry	smiles	L3MBTL1 block	GoLoco inh red	RECQ1 inh	TRb-SRC2 inh	GAA inhib	GAA spleen mod	TR SRC2 fluor cs	GAA glycogen
11	O=C(Nc1ccc(C(=O)O)cc1)/C(=C/c1ccc([N+](=O)[O-])cc1)NC(=O)c1ccccc1	4%	-4%	13%	-1%	-1%	-2%	-1%	23%
12	c1ccc(-c2noc(CSc3nnnn3-c3ccccc3)n2)cc1	25%	56%[activator]	-11%	-3%	-11%[15.4 µM]	-11%	-2%	-3%
13	O=C(/C=C/c1ccccc1)NCCSCc1ccc(Cl)cc1	9%	-3%	-14%	-4%	-18%	-8%	1%	8%
14	Cc1ccc(NC(=O)CCC(=O)NNC(=O)c2ccccc2)c(C)c1	6%	10%	-2%	-6%	9%	-5%	0%	16%
15	O=C(OCC(=O)N1CCCc2ccccc21)c1ccc(Cl)nc1	6%	-6%	-4%	-1%	0%	3%	-5%	18%
16	CCOC(=O)CCSc1nc(-c2ccccc2)cc(C(F)(F)F)n1	77%[activator]	10%	-6%	2%	-2%	-4%	3%	-14%
17	CCC(=O)NCCNC(=O)c1c(SC)nsc1SC	-5%	-4%	-6%	-3%	1%	2%	2%	7%
18	CC(C)CCn1c(CN2CCOCC2)nc2c1c(=O)n(C)c(=O)n2C	7%	-2%	-16%	-6%	-13%	-1%	-2%	-1%
19	O=C(NNC(=O)c1sccc1-n1cccc1)c1ccc(Cl)cc1	-7%	13%	-1%	-1%	-5%	-9%	-4%	-29%
20	CCOC(=O)c1sc(C)c2c1NC1(CCCCCC1)NC2=O	7%	x	0%	-3%	4%	-1%	1%	2%
21	COc1ccc(N2CCN(CCCNC(=S)Nc3c(C)cccc3C)CC2)cc1	x	0%	-1%	5%	2%	2%	1%	-17%
22	CCc1nnc(NC(=O)CSc2nnc(C3CCCCC3)n2-c2cccc(Cl)c2)s1	-5%	-4%	-1%	-4%	u	1%	-1%	0%
23	CCOC(=O)c1c(-c2cccs2)csc1NC(=O)c1ccco1	-5%	7%	i	-7%	3%	3%	-2%	6%
24	O=C(O)c1cc2ccccc2[nH]1	x	-2%	i	1%	x	11%	-1%	x
25	O=C(Nc1ccc(S(=O)(=O)Nc2nccs2)cc1)c1ccc(=O)[nH]c1	-29%	40%[activator]	u	1%	-3%	-3%	-13%	-3%
26	CCOC(=O)c1ccc(NC(=S)Nc2cccc(N)n2)cc1	-14%	-1%	-1%	-6%	2%[15.4 µM]	-4%	-2%	-24%
27	c1ccc(C(NCc2cccnc2)(c2ccccc2)c2ccccc2)cc1	x	x	-27%	6%	x	5%	-13%	x
28	Cc1ccc(NC(=O)Nc2cnccn2)cc1C	8%	2%	-15%	1%	x	0%	-1%	-5%
29	O=c1oc(-c2ccccc2)nc2sc3c(c12)CCC3	13µM*	2%	2%	9%	-2%	0%	-17%	-3%
30	Cc1ccc(-c2nnn(CC(=O)O)n2)cc1	-1%[11.4 µM]	10%	-12%	2%	0%	-15%	-2%	0%
31	CCC1CCCCN1CC(=O)c1c(C)[nH]c2ccccc12 (centres undefined)	6%	7%	-4%	4%	-8%	2%	1%	13%
32	Cc1nc(C(=O)Nc2ccc(Cl)cc2Cl)nn1-c1cc(OC(C)C)c(Cl)cc1Cl	-1%	3%	14%	-4%	3%	-6%	4%	-5%
33	CCOC(=O)C1(Cc2ccccc2)CCN(CC2CC=CCC2)CC1 (centres undefined)	-1%	8%	-11%	5%	-5%	-15%	-7%	-7%
34	O=C1c2cc(Cl)ccc2OC2(CCNCC2)C12CC(c1ccccc1)=NO2 (centres undefined)	x	3%	i	-10%	x	3%	-1%	6%
35	Cc1ccc(Cn2c(=S)[nH]c3ccc(N4CCOCC4)cc3c2=O)o1	-9%[11.4 µM]	-34%	18µM*	10%	-7%	-8%	-28%	-10%
36	NC(=O)C1(N2CCCCC2)CCN(c2nc(-c3ccccc3)cs2)CC1	x	6%	2%	7%	-4%	-2%	-3%	1%
37	COc1ccccc1-c1cc(C(=O)N2CCCc3ccccc32)no1	x	-2%	-20%	8%	u	5%	-1%	-10%
38	CC(C)c1ccc(N2CC(C)(C)C2=O)cc1	23%	5%	-3%	6%	-4%	-2%	0%	2%
39	CCCCCCCCCCCCCCC1CO1 (centres undefined)	x	10%	12%	9%[201 µM]	x	-10%	2%[201 µM]	x
40	COC(=O)NC(CC(C)=O)c1cccc(C(F)(F)F)c1 (centres undefined)	x	x	-9%[11.5 µM]	3%[11.2 µM]	x	10%[17.4 µM]	-1%[11.2 µM]	x
41	Cn1nnnc1N=N/C(=N/Nc1ccccc1)c1ccccc1	2.8µM*	9%	-10%	-1%	x	-5%	-5%	u
42	CN(CC(=O)Nc1ccc(S(=O)(=O)N2CCCC2)cc1)Cc1c(F)cccc1Cl	-6%	5%	i	-1%	u	-4%	5%	-3%
43	COc1ccc(NC(=O)CN(c2cccc(F)c2)S(C)(=O)=O)cc1OC	3%	-12%	-4%	-2%	-12%	-14%	2%	0%
44	Cc1cccc(N2CCC(NCc3c(C(=O)N4CCCCC4)nc4c(C)cccn34)CC2)c1	-27%	25%	i	0%	5%	1%	-1%	-10%
45	COc1cccc2sc(Nc3nc(-c4ccccn4)cs3)nc12	u	x	-14%	4%	5%	-3%	0%	-7%
46	O=C(NC1CCCCC1)C(c1ccc(Cl)cc1)N1CCC2(CC1)OCCO2 (centres undefined)	2%	5%	-13%	-15%	-4%	-13%	0%	-4%
47	CC1CC(OC(=O)CN2CCCCC2)CC(C)(C)C1 (centres undefined)	-1%	1%	-13%	-6%	x	3%	-3%	-2%
48	C/C(N)=C(/C#N)C(=O)COC(=O)c1ccc(NC(N)=O)cc1	x	-5%	-1%	-4%	x	-3%	0%	3%

Grouped by structure: those above containing fluorine
entry	smiles	L3MBTL1 block	GoLoco inh red	RECQ1 inh	TRb-SRC2 inh	GAA inhib	GAA spleen mod	TR SRC2 fluor cs	GAA glycogen
2	CCn1cc(/C=N/NC(=O)c2ccc(C#N)cc2F)c2ccccc21	x	11%	i	-3%	-3%	0%	0%	-3%
5	COc1ccc(-c2nc3ncnn3cc2C)cc1F	-11%	-17%	6%	-11%	2%	-4%	-3%	8%
6	Cc1cc(/C=C2/SC(=O)N(CC(=O)N3CCOCC3)C2=O)c(C)n1-c1ccccc1F	-5%	6%	-13%	-15%	-6%	-1%	1%	-1%
16	CCOC(=O)CCSc1nc(-c2ccccc2)cc(C(F)(F)F)n1	77%[activator]	10%	-6%	2%	-2%	-4%	3%	-14%
40	COC(=O)NC(CC(C)=O)c1cccc(C(F)(F)F)c1 (centres undefined)	x	x	-9%[11.5 µM]	3%[11.2 µM]	x	10%[17.4 µM]	-1%[11.2 µM]	x
42	CN(CC(=O)Nc1ccc(S(=O)(=O)N2CCCC2)cc1)Cc1c(F)cccc1Cl	-6%	5%	i	-1%	u	-4%	5%	-3%
43	COc1ccc(NC(=O)CN(c2cccc(F)c2)S(C)(=O)=O)cc1OC	3%	-12%	-4%	-2%	-12%	-14%	2%	0%
